# Growth percent in the NCI-60 one-dose screen (48 h, 10 µM unless noted): 100 = growth as untreated, 0 = no growth, -100 = all killed.
# HCC-2998 = HCC-2998 colon cancer. 79,000 tested, 4.7% active. AID 1794799
# OVCAR-4 = OVCAR-4 ovarian cancer cells. 80,000 tested, 3.7% active. AID 1794784
# KM12 = KM12 colon cancer cells; 82,000 tested, 5% active; AID 1794800
# OVCAR-5 = OVCAR-5 ovarian cancer. 82,000 tested, 2.9% active
# PC-3 = PC-3 prostate cancer cells; 80,000 tested, 3.9% active; AID 1794754
# OVCAR-3 = OVCAR-3 ovarian cancer; 79,000 tested, 7% active
# SW-620 = SW-620 colon cancer; 82,000 tested, 5.2% active; AID 1794795
# DU-145 = DU-145 prostate cancer; 81,000 tested, 4.2% active; AID 1794760
# OVCAR-8 = OVCAR-8 ovarian cancer; AID 1794782; 81,000 tested, 4.4% active
# Numbers without * were called inactive; / = not tested or not shown; & = joins results of further samples. Rule for the calls: active = growth percent below 10; inactive = the rest.
SMILES | DU-145 | SW-620 | PC-3 | OVCAR-4 | KM12 | OVCAR-3 | OVCAR-5 | OVCAR-8 | HCC-2998
COc1cc(CNC(=O)CCCC/C=C/C(C)C)ccc1OCc1n[nH]c(=S)o1 | 106 | 101 | 99 | 99 | 102 | 111 | 105 | 101 | 107
O=C(NCCNc1nccc(Nc2ccc(S(=O)(=O)Nc3ccccn3)cc2)n1)c1ccco1 | 107 | 104 | 93 | 109 | 103 | 113 | 100 | 102 | 127
N#C/C(=C1C=C(Br)/C(=N\O)C=C\1Cl)c1ccc(Cl)cc1 | 113 | 77 | 79 | 87 | 98 | 91 | 96 | 89 | 106
COc1ccc2oc(=O)cc(Cn3cnc4c(NCc5ccco5)ncnc43)c2c1 | 104 | 103 | 94 | 110 | 94 | 100 | 105 | / | 105
Cc1nn(-c2ccc(Cl)cc2)c(=O)n1CCOc1ccc(Cl)c2cccnc12 | 102 | / | 95 | 112 | 100 | 102 | 98 | 109 | 97
COc1ccc(C2CC(=O)c3c(O)cc(O)cc3O2)cc1O (stereo not drawn) | 128 | 114 | 102 | 112 | 110 | 131 | 124 | 105 | 104
COC(=O)CCC(NC(=O)C(CCCCN)N(C(=O)OCc1ccccc1)C(=O)OCc1ccccc1)C(=O)OC (stereo not drawn) | 106 | 108 | 100 | 110 | 103 | 104 | 111 | 100 | 107
Cc1[nH]nc2c1C(c1cc3ccc(Cl)cc3nc1Cl)C(C#N)=C(N)O2 (stereo not drawn) | 103 | 71 | 95 | 87 | 99 | 97 | 108 | 94 | 99
Cc1c(C(=O)NCCCC(=O)NO)sc2ncnc(Nc3ccc(NC(=O)Nc4ccccc4)cc3)c12 | 109 | 103 | 99 | 101 | 100 | 107 | 105 | 105 | 102
CC(CC(=O)c1ccccc1)=NCCCN=C(C)CC(=O)c1ccccc1 | 106 | 102 | 99 | 85 | 99 | 96 | 97 | 107 | 105
CCOC(=O)c1cccnc1Nc1ccc(N=C2C(=O)Nc3ccccc32)cc1 | 105 | 99 | 86 | 96 | 100 | / | 106 | 100 | 105
COc1cc2ncnc(Nc3cc(=O)[nH]c(SC)n3)c2cc1OC | 104 | 103 | 91 | 95 | 100 | 107 | 97 | 105 | 103
COC(=O)[C@@H]1CSCN1C(=O)C1=C(C)NC(=S)NC1c1cccc(O)c1 (stereo partly drawn) | 117 | 104 | 92 | 87 | 114 | 117 | 100 | 104 | 117
COc1ccc(Cl)cc1/C=C/C=Nc1ccc(S(N)(=O)=O)cc1 | 103 | 100 | 90 | 105 | 96 | 109 | 101 | 94 | 107
CCOC(=O)c1ccc(NC2CCC(=O)N2)cc1 (stereo not drawn) | 94 | 99 | 95 | 104 | 91 | 104 | 94 | 99 | 113
CC(=O)Cc1nsc(NC(=O)c2cc(-c3cc(Cl)cc(Cl)c3)oc2C)n1 | 108 | 101 | 94 | 104 | 103 | 106 | 104 | 98 | 100
COc1ccc(-c2c3c(cn2Cc2ccccc2OC)-c2oncc2CCC3)cc1 | 104 | 96 | 87 | 102 | 90 | / | 95 | 97 | 109
NC(=O)c1cnccc1/C=C/c1ccccc1 | 135 | 113 | 99 | 103 | 116 | 127 | 116 | 106 | 106
O=C(CCCCCCN1CC(=O)N2[C@@H](c3ccc(C(F)(F)F)cc3)c3[nH]c4ccccc4c3C[C@H]2C1=O)NO | 68 | 65 | 51 | 74 | 76 | 57 | 79 | 56 | 91
CC1C(C)N(C(=O)CCl)c2ccccc2N1C(=O)CCl (stereo not drawn) | -95* | -82* | -37* | -27* | -92* | -91* | -78* | -21* | -94*
O=C(CCN1CCOCC1)c1ccccc1 | 118&106 | 114&100 | 98&104 | 106&110 | 108&107 | 117&107 | 111&108 | 96&109 | 119&108
CCN(CC)CCCN(CCCc1ccccc1)Cc1ccccc1 | 117 | 89 | 69 | 82 | 106 | 96 | 94 | 116 | 83
Cc1ccc(-n2c[n+]([O-])c(-c3ccccc3)c2-c2ccccc2)cc1 | 108 | 95 | 81 | 84 | 90 | 96 | 91 | 113 | 104
CCNCCNc1cc(-c2ccc(C(=O)OC)cc2)c(C#N)c2nc3ccccc3n12 | 38 | 2.3* | 54 | -19* | 51 | -57* | 102 | 32 | 49
CCOC(=O)Cn1c(-c2ccc(S(C)(=O)=O)cc2)nc2cc(Cl)ccc21 | 105 | 98 | 96 | 92 | 88 | 97 | 99 | 92 | 114

# Reformatted with values under each structure: part of the list above
# Values run as follows: DU-145 | SW-620 | PC-3 | OVCAR-4 | KM12 | OVCAR-3 | OVCAR-5 | OVCAR-8 | HCC-2998
- COC(=O)[C@@H]1CSCN1C(=O)C1=C(C)NC(=S)NC1c1cccc(O)c1 (stereo partly drawn)
  117 | 104 | 92 | 87 | 114 | 117 | 100 | 104 | 117
- COc1ccc(Cl)cc1/C=C/C=Nc1ccc(S(N)(=O)=O)cc1
  103 | 100 | 90 | 105 | 96 | 109 | 101 | 94 | 107
- CCOC(=O)c1ccc(NC2CCC(=O)N2)cc1 (stereo not drawn)
  94 | 99 | 95 | 104 | 91 | 104 | 94 | 99 | 113
- CC(=O)Cc1nsc(NC(=O)c2cc(-c3cc(Cl)cc(Cl)c3)oc2C)n1
  108 | 101 | 94 | 104 | 103 | 106 | 104 | 98 | 100
- COc1ccc(-c2c3c(cn2Cc2ccccc2OC)-c2oncc2CCC3)cc1
  104 | 96 | 87 | 102 | 90 | / | 95 | 97 | 109
- NC(=O)c1cnccc1/C=C/c1ccccc1
  135 | 113 | 99 | 103 | 116 | 127 | 116 | 106 | 106

# Back to the main list, starting 2 compounds before the break.
SMILES | DU-145 | SW-620 | PC-3 | OVCAR-4 | KM12 | OVCAR-3 | OVCAR-5 | OVCAR-8 | HCC-2998
CCNCCNc1cc(-c2ccc(C(=O)OC)cc2)c(C#N)c2nc3ccccc3n12 | 38 | 2.3* | 54 | -19* | 51 | -57* | 102 | 32 | 49
CCOC(=O)Cn1c(-c2ccc(S(C)(=O)=O)cc2)nc2cc(Cl)ccc21 | 105 | 98 | 96 | 92 | 88 | 97 | 99 | 92 | 114
O=C1NC(=O)C(=NC2C(=O)NC(=O)NC2=O)C(=O)N1 | 110 | 105 | 99 | 102 | 115 | 105 | 104 | / | 114
Cc1cn2c(-c3ccc(Br)cc3)cnc2s1 | 101 | 103 | 102 | 86 | 103 | 110 | 113 | 100 | 102
C=CCc1c(N(C)c2ccc(C)cc2)ncnc1-n1cnc2ccccc21 | 110 | 100 | 72 | 108 | 100 | 104 | 102 | 98 | 89
O=C1CCCC(=O)C1C(=O)c1ccc(C(F)(F)F)cc1[N+](=O)[O-] | 107 | 99 | 106 | 103 | 102 | 110 | 102 | 99 | 113
CN(C)/C(N)=N/c1nc(=O)c2ccccc2c(=O)[nH]1 | 108 | 101 | 105 | 107 | 103 | 110 | 99 | 99 | 101
Nc1ccc(-c2ccc3nc4c(=O)[nH]nc(-c5cccc(C(F)(F)F)c5)c4n3c2)cn1 | 98 | 104 | 99 | 101 | 101 | 105 | 97 | 99 | 96
CN(C(=O)CSC(N)=O)c1ccccc1 | 109 | 102 | 95 | 118 | 99 | 104 | / | 100 | 100
COc1ccc(S(=O)(=O)NCCCNc2nccc(-c3[nH]c(-c4ccccc4)nc3-c3ccc(Cl)c(OC)c3)n2)cc1 | 67 | 94 | 37 | 69 | 50 | 64 | 100 | 49 | 89
C=C1C(=O)O[C@H]2[C@H]1CC/C(Cn1cc(-c3ccc(F)cc3)nn1)=C\CC[C@@]1(C)O[C@@H]21 | -71* | -41* | 29 | 14 | 55 | -91* | -1.9* | -16* | -12*
COc1cc(C2CC(c3ccc(Oc4ccc(Br)cc4)cc3)=NN2c2nc(-c3ccc(Cl)cc3)c(C#N)c(N3CCOCC3)n2)cc(OC)c1OC (stereo not drawn) | 108 | 105 | 95 | 104 | 112 | 119 | 103 | 103 | 110
O=[N+]([O-])c1ccc(OCCCCCCOc2ccc([N+](=O)[O-])cc2)cc1 | 102 | 105 | 73 | 89 | 79 | 93 | 84 | 96 | 90
Cc1ccc(C(=O)CN2C=NC3C(N4CCOCC4)=NC=NC32)cc1 (stereo not drawn) | 117 | 105 | 98 | 99 | 105 | 109 | 98 | 101 | 123
CC(C)NS(=O)(=O)/N=C1\NC(=O)NC1=C(Cl)Cl | 104 | 103 | 95 | 106 | 85 | 98 | 115 | 96 | 110
COC(=O)C(C)CN1CCCCCC1 (stereo not drawn) | 107 | 106 | 98 | 101 | 102 | 104 | 103 | 101 | 111
COc1ccc(OC)c(CCn2cncc2-c2c[nH]c3cc(F)ccc23)c1 | 92 | 70 | 78 | 48 | 69 | 80 | 93 | 78 | 96
O=S(=O)(Cc1cc(-c2ccccc2)no1)N1CC=CC1 | 114 | 98 | 102 | 105 | 108 | 116 | 97 | 98 | 108
CC(=O)CCC(=O)OCCCl | 103 | 101 | 97 | 90 | 95 | 109 | 105 | / | 98
CN1C(=O)N(C)C2C1NN=c1s/c(=C\c3ccccc3)c(=O)n12 (stereo not drawn) | 55 | 22 | 28 | 67 | 23 | 8.8* | 67 | 60 | 83
C=CCn1c(SCC(=O)Nc2cccc(C(=O)/C=C/c3ccc(Br)cc3)c2)nc2ccccc2c1=O | 96 | 76 | 79 | 88 | 81 | / | 96 | 82 | 94
N/C(=N\C(N)=N\c1nc2ccccc2s1)c1cccs1 | 85 | 112 | 88 | 82 | 96 | 117 | 110 | 103 | 120
NC(=O)C1C2C=CC(O2)C1C(=O)O (stereo not drawn) | 115 | 102 | 92 | 93 | 115 | 115 | 109 | 94 | 120
Cc1ccc(N=NN(C)C)cc1 | 111 | 104 | 107 | 105 | 102 | 105 | 90 | / | 105
C=CCOc1ccccc1[C@@H](C(=O)Nc1cccc([N+](=O)[O-])c1)N(C(=O)CCc1c[nH]c2ccccc12)c1ccc(C)cc1 | 98 | 93 | 69 | 104 | 84 | 100 | 101 | 95 | 92
Nc1ccc(N=Nc2ccccc2)cc1[N+](=O)[O-] | 109 | 93 | 84 | 72 | 53 | 102 | 110 | 95 | 103
C#Cc1nc(C(=O)NCCC(=O)Nc2ccc(NC(=O)c3ccc(/C=C/C(=O)c4nccn4C)cc3)cc2)cs1 | 21 | 16 | 43 | 62 | 10.0* | -12* | 51 | 22 | 93

# Other results.
SMILES | DU-145 | SW-620 | PC-3 | OVCAR-4 | KM12 | OVCAR-3 | OVCAR-5 | OVCAR-8 | HCC-2998
O=C(/C=C/c1ccco1)c1ccc(Cl)cc1 | 102 | 95 | 107 | 101 | 86 | 109 | 109 | 91 | 84
CCC(C)n1cnc2c(Nc3ccccn3)nc(Cl)nc21 (stereo not drawn) | 105 | 100 | 92 | 102 | 105 | 109 | 100 | 100 | 103
O=C1Nc2ccc(C(=O)O)cc2/C1=N/c1n[nH]c(=S)s1 | 97 | 90 | 76 | 73 | 79 | 69 | 116 | 84 | 111
COc1ccc(Nc2ncccc2NC(=O)c2cn(Cc3ccc(F)cc3)nn2)cc1 | 103 | 107 | 90 | 107 | 97 | 110 | 116 | 100 | 85
Oc1c(Cl)cc(Cl)cc1/C=N/NC(=S)Nc1cc(C(F)(F)F)cc(C(F)(F)F)c1 | 71 | 84 | 72 | 53 | 73 | / | 75 | 65 | 54
C#CCOc1ccccc1C(OC(=O)c1ccccc1)C(=O)NC(C)(C)C(C)(C)C (stereo not drawn) | 108 | 97 | 61 | 86 | 93 | 100 | 102 | 89 | 96
N=C(N)c1ccc(-c2ccc(-c3cc(Cl)cc(Cl)c3)s2)nc1 | 1.4* | -59* | 71 | 59 | -75* | 20 | 94 | -17* | 28
COc1ccc(C2CC(c3cccc(OC)c3)=NN2C(=O)c2cc(OC)c(OC)c(OC)c2)cc1 (stereo not drawn) | -25* | 23 | 26 | 57 | 15 | -56* | 45 | 44 | -10*
COc1ccc(OC)c(C2C(C#N)=C(N)N(c3ccc(F)cc3)C3=C2C(=O)CC(C)(C)C3)c1 (stereo not drawn) | 115 | 100 | 97 | 107 | 109 | 112 | 105 | 102 | 97
COc1ccc(OCc2ccccc2)cc1 | 103 | 102 | 99 | 95 | 109 | 115 | 106 | 106 | 98
CN(C)S(=O)(=O)c1ccccc1N=C=S | 118 | 102 | 95 | 96 | 102 | 116 | 90 | 97 | 106
CC(=O)Oc1ccc(N2C(=O)CCSC2=S)cc1C(=O)O | 111 | 111 | 94 | 110 | 106 | 114 | 108 | 106 | 107
COc1ccc(C2CC(c3ccc(Nc4ccnc5cc(Cl)ccc45)cc3)=NN2C(C)=O)cc1 (stereo not drawn) | 88 | 87 | 53 | 59 | 59 | 64 | 94 | 73 | 70
CCCn1cnc2c(Sc3c([N+](=O)[O-])ncn3C)nc(N)nc21 | / | 102 | 92 | 86 | 115 | 100 | 104 | 104 | 108
COc1ccc(C(=O)c2cccs2)cc1 | 120 | 103 | 114 | 105 | 109 | 114 | 113 | 102 | 94
O=C(CSc1nnc(-c2ccc(NC(=O)c3cccnc3)cc2)o1)N[C@@H](Cc1ccccc1)C(=O)O | 108 | 104 | 99 | 101 | 101 | 104 | 104 | 105 | 109
Cc1nc2ncc(-c3nnc(SCc4ccccc4)o3)c(=O)n2[nH]1 | 112 | 100 | 89 | 105 | 103 | 106 | 94 | 93 | 110
COc1ccc(/C=N\NC(=O)c2ccc3nc(-c4ccc(Cl)cc4)[nH]c3c2)cc1 | 79 | 24 | -4.4* | -31* | 17 | 20 | 77 | 31 | 51

# Single entries from above.
# Under DU-145, COc1ccc(/C=N\NC(=O)c2ccc3nc(-c4ccc(Cl)cc4)[nH]c3c2)cc1 reads 79
# Under OVCAR-3, COc1ccc(C(=O)c2cccs2)cc1 reads 114
# Under OVCAR-8, N=C(N)c1ccc(-c2ccc(-c3cc(Cl)cc(Cl)c3)s2)nc1 reads -17*
# Under SW-620, O=C(/C=C/c1ccco1)c1ccc(Cl)cc1 reads 95
# Under KM12, CN(C)S(=O)(=O)c1ccccc1N=C=S reads 102
# Under OVCAR-3, COc1ccc(C2CC(c3ccc(Nc4ccnc5cc(Cl)ccc45)cc3)=NN2C(C)=O)cc1 (stereo not drawn) reads 64
# Under OVCAR-3, CCCn1cnc2c(Sc3c([N+](=O)[O-])ncn3C)nc(N)nc21 reads 100

# Screening data deposited in PubChem by NCI.
